West Nile antiviral: inhibition of WNV-induced cytopathic effect – cell-based, CPE readout (AID 1621); West Nile virus-infected cells, CPE inhibition; higher % means a stronger effect; one-dose CPE inhibition, % at 10 µM; IC50 in µM for titrated hits; 290,000 compounds, 0.02% hits; in the data active = a potency from the dose series; inconclusive = CPE inhibition mostly from about 3.7% at the one dose, without a potency; inactive = the rest, 99 in 100 with CPE inhibition below about 2.2%; also: strong numbers were not always called active
Yfh1-depleted yeast: enhancers of respiration in Yfh1-depleted yeast, dose response, Friedreich's ataxia, plus single-dose screen (AID 1465); one-dose fold induction at 50 µM; EC50 in µM for titrated hits; 220,000 compounds, 0.074% hits; S. cerevisiae Yfh1-off respiration, WST-1 reduction, 72 h; higher fold induction means a stronger effect;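 active = fold induction of absorbance versus untreated yeast above a set limit, then at least 30% activation at any dose in follow-up; inconclusive = repeats straddling the limit, or above it without dose testing; inactive = fold induction below the set limit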;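 also: activators that raise dye reduction in frataxin-depleted yeast; strong numbers were not always called active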
ER stress rescue: rescue of cells from ER stress-induced death, primary screen, 384-well, CSM14.1, thapsigargin, ATP luminescence (AID 1222); CSM14.1 thapsigargin-induced death rescue, ATP luminescence; higher % means a stronger effect; 190,000 tested, under 10 active; cellular ATP content (survival), % at 20 µM, or EC50 in µM where a hit was titrated;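 active = EC50 below 50 µM in the dose-response confirmation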;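 also: death triggered by thapsigargin at about 15 µM added after 2 h compound pretreatment; cell ATP read after overnight thapsigargin exposure of roughly 18 to 22 hours; normalized against plate controls of thapsigargin alone and 5% DMSO vehicle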
XIAP displacement: XIAP antagonists, biochemical, IAP family, fluorescence polarization (AID 1018) | 200,000 compounds, 0.007% hits | one-dose displacement, % at 20 µM; IC50 in µM for titrated hits | XIAP BIR domain, fluorescence polarization peptide displacement; higher % means a stronger effect; in the data active = displacement above about 50%; also: a part of the inactive calls stands beside numbers as strong as those of hits
K1F lysis inhibition: protection from phage-mediated lysis, alamar blue read-out – E. coli UTI89, K1F phage, bacterial capsule biogenesis inhibitors (AID 488966). E. coli UTI89 K1F phage lysis, alamar blue, 2 h; higher % means a stronger effect. inhibition, % at 100 µM; hits with a dose series show IC50 in µM. 340,000 compounds, 0.02% hits;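 active = phage lysis inhibition, versus mean bacterial control, above a set limit; inconclusive = no clear call, values can overlap the other calls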;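 also: capsule biogenesis inhibitors block K1F phage lysis so surviving cells raise fluorescence; higher fluorescence means more inhibition of phage lysis; actives were called in the ten point dose series up to 300 µM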
WT yeast gro inh: growth inhibition of WT yeast, mitochondrial fusion screen. mitochondrial fusion phenotypic screen, WT strain. inhibition, % at 10 µM. 190,000 compounds, 2.1% hits. AID 1362; in the data active = inhibition above about 58%; tested in S. cerevisiae
SV40 large T antigen: TAg ATPase/helicase activity blockers – biochemical (AID 1903). SV40 large T antigen ATPase/helicase inhibition assay; higher % means a stronger effect. inhibition, % at 20 µM; hits with a dose series show IC50 in µM. 310,000 compounds, 0.39% hits; in the data active = a potency from the dose series; inconclusive = inhibition mostly from about 32% at the one dose, without a potency; inactive = the rest, 99 in 100 with inhibition below about 32%; also: strong numbers were not always called active
Dengue-2 NS5 capping: flavivirus cap methylation enzyme inhibition – biochemical, confirmation dose response, primary screen (AID 588689). Dengue-2 NS5 methyltransferase capping enzyme assay, biochemical; higher % means a stronger effect. 340,000 compounds, 0.3% hits. inhibition, % at 25 µM, or IC50 in µM where a hit was titrated; in the data active = a potency from the dose series; inconclusive = inhibition above about 29% without an active follow-up result
RSV CPE inhibition: inhibition of RSV-induced cytopathic effect – HEp-2 cells, primary 10 µM value included (AID 2391) | HEp-2 cells, RSV-induced CPE inhibition; higher % means a stronger effect | CPE inhibition, % at 10 µM; hits with a dose series show IC50 in µM | 310,000 compounds, 0.13% hits; in the data active = a potency from the dose series; inconclusive = CPE inhibition mostly from about 23% at the one dose, without a potency; inactive = the rest, 99 in 100 with CPE inhibition below about 21%; also: strong numbers were not always called active
WT yeast gro inh mutant strain: further read-out of WT yeast gro inh, marked with its call; inhibition, %; mitochondrial fusion phenotypic screen, mutant strain inhibition
Dengue-2 NS5 capping pilot replicate: further read-out of Dengue-2 NS5 capping, marked with its call; inhibition, %; measured here: pilot screen replicate inhibition
Numbers without * were called inactive; i = inactive; ? = inconclusive; nt = not tested or not shown; [ ] = remark or other dose.

SMILES | West Nile antiviral | Yfh1-depleted yeast | ER stress rescue | XIAP displacement | K1F lysis inhibition | WT yeast gro inh | WT yeast gro inh mutant strain | SV40 large T antigen | Dengue-2 NS5 capping | RSV CPE inhibition | others
Cc1ccc(CN2C(=O)c3ccccc3C2C(=O)NCC2CCCO2)cc1 (stereo not drawn) | -0.6% | i | -1.3% | -5.1% | 0.1% | -6 | 0 | 13% | -11% | 0.0%
Cc1cccnc1NC(=O)c1c(O)c2cccc3c2n(c1=O)CCC3 | 0.6% | i | -3.3% | -3.9% | 0.1% | -2 | -10 | -3% | -1% | 1.2%
COC(=O)Cc1ccc(NC(=S)N2CCN(c3ccccn3)CC2)cc1 | -0.9% | nt | nt | nt | 0.1% | nt | nt | -3% | 5% | 0.9% | Dengue-2 NS5 capping pilot replicate=-5.5
Cc1cccc(C)c1NC(=O)CN1CCN(CCCC(c2ccc(F)cc2)c2ccc(F)cc2)CC1 | nt | nt | nt | nt | 0.3% | nt | nt | 16% | 1% | -3.5%
COc1cc(S(=O)(=O)n2ccc(C)n2)ccc1Cl | -1.8% | nt | nt | nt | 5.0% | nt | nt | 4% | nt | -1.1%
C=CCOc1ccc2ccccc2c1CNc1ncn[nH]1 | 0.2% | i | -2.9% | -1.3% | -0.1% | 13 | 14 | 8% | -10% | -1.5%
S=c1[nH]nc(C2CCCCC2)n1/N=C/c1cccc(Cl)c1Cl | 0.6% | nt | nt | nt | 1.9%[50 µM] | nt | nt | 3% | -1% | 6.1%
O=C(CSc1nc(C2CCCCC2)nc2ccccc12)N1CCCC1 | 0.0% | i | 1.9% | -10% | -0.2% | -4 | -1 | 10% | -6% | 0.9%
CCOC(=O)c1coc(CNC(=O)c2c(C)oc3c2CCCC3)c1 | 0.1% | i | 0.1% | 0.1% | 0.1% | -10 | -1 | 5% | -2% | 1.3%
CCOc1ccc(/C=N/NC(=O)CSc2n[nH]c(=O)[nH]c2=O)cc1OC | 0.4% | i | -0.2% | -2.9% | 0.1% | -14 | -7 | 19% | 1% | 0.7%
Cc1cc(Nc2ccc(N(C)C)cc2)n2ncnc2n1 | -0.1% | nt | nt | nt | 0.3% | nt | nt | ? | -11% | 0.8% | Dengue-2 NS5 capping pilot replicate=-5.5
Cc1oc(-c2ccccc2)cc1C(=O)Nc1cccc(/C=C\C(=O)O)c1 | 0.4% | i | -1.5% | 2.1% | -0.6% | 0 | 1 | 6% | 18% | 5.5%
O=C(NC1CCS(=O)(=O)C1)c1ccc(-c2ccc(Br)cc2)o1 (stereo not drawn) | nt | nt | -1.2% | -4.8% | 0.2% | 82* | 8.9* | 16% | -4% | 17%
COc1ccc(C2NC(=O)N(C)C(C)=C2[N+](=O)[O-])cc1 (stereo not drawn) | -0.3% | nt | nt | nt | 1.5% | nt | nt | 6% | -3% | 1.3%
COCCN(C(=O)CNC(=O)c1ccco1)C(C(=O)NC1CCCCC1)c1cccs1 (stereo not drawn) | 0.6% | i | -2.5% | -7.4% | -0.7% | -15 | -10 | 9% | -7% | 1.5%
O=C1/C(=C/c2ccco2)SC(=S)N1C1CCS(=O)(=O)C1 (stereo not drawn) | -0.7% | i | -1.4% | -5.6% | i | 5 | -15 | 34% | 12% | -3.4%
CC(C)CNC(=S)N(CCN(C)C)Cc1cc2cc3c(cc2[nH]c1=O)OCO3 | -0.7% | nt | nt | nt | -0.8% | nt | nt | 5% | 1% | -0.5%
CCC1(c2ccccc2)NC(=O)N(Cc2ccc(C(=O)OC)cc2)C1=O (stereo not drawn) | -0.4% | i | -1.3% | -3.7% | 5.1%[50 µM] | -23 | 5 | 2% | 4% | 1.4%
CC(CC(=O)O)Nc1ccccc1O (stereo not drawn) | 0.3% | i | 0.1% | -2.3% | 3.6% | -4 | -11 | 21% | 0% | 1.7%
COc1ccc(C(=O)OC/C(O)=C(\C#N)c2nc3ccccc3[nH]2)cc1S(=O)(=O)N1CCOCC1 | 0.1% | i | -2.4% | -2.6% | -0.2% | -6 | -15 | 24% | 6% | 12%
Cc1nc2nc(COc3ccccc3)nn2c(C)c1Cl | -0.1% | i | 0.5% | -3.7% | 0.5% | -21 | -7 | 9% | -7% | 0.2%
Cc1cc(C)cc(N(CC(=O)NC2CCCC2)C(=O)C2(C)CC(=O)N=C3C=CC=CN32)c1 (stereo not drawn) | -0.1% | i | 3.8% | -6.8% | 2.7% | -5 | -11 | 7% | -8% | -0.6%
CCc1ccc(OC)c(S(=O)(=O)NCCOc2ccccc2)c1 | -0.3% | i | -2.3% | -3.9% | i | -3 | 4 | 7% | -3% | -0.5%
COc1ccc(Nc2nccc(-c3ccc(C#N)cc3)n2)cc1 | 0.4% | nt | nt | nt | 0.1% | nt | nt | -8% | -3% | 1.6%
CC(=O)NC(C(=O)c1ccccc1)C(=O)c1ccccc1 | 0.1% | i | 0.8% | -5.4% | 1.3%[50 µM] | -13 | -7 | 10% | 7% | 1.4%
Cc1c(Cl)cccc1NC(=O)Nc1ccccc1C(N)=O | -0.5% | i | 0.1% | -3.9% | 0.1% | 10 | -21 | 5% | -3% | 2.7%
O=C(NNC(=O)C12CC3CC(CC(Cl)(C3)C1)C2)c1ccncc1 | nt | nt | nt | nt | 1.1%[50 µM] | nt | nt | 10% | 1% | 0.9%
COc1ccc(-c2c(C(=O)O)nc3ccccc3c2C(=O)O)cc1 | 0.0% | i | -1.8% | -7.1% | 3.3% | -4 | 1 | -7% | -1% | -0.3%
Cc1ccc(OCC(=O)N/N=C\c2ccc(-c3cccc(C(=O)O)c3)o2)c(C)c1 | 0.1% | i | -3.3% | -6.3% | 3.7% | 4 | 0 | 22% | 7% | 2.6%
CCN(CC)C(=O)COc1ccc2c3c(c(=O)oc2c1)CCCC3 | -1.3% | nt | nt | nt | 9.1% | nt | nt | 6% | nt | 3.4%
CNS(=O)(=O)c1cnccc1N1CCN(c2cccc(C)c2)CC1 | nt | nt | -0.7% | -6.4% | 0.3% | 5 | 20 | 3% | -8% | 2.8%
CCCCCNS(=O)(=O)c1cc2c3c(c1)CCC(=O)N3CCC2 | 0.0% | nt | nt | nt | 0.0% | nt | nt | -5% | -1% | 1.4%
CCCNC(=O)Cn1c(=O)oc2cc(S(=O)(=O)N3CC(C)CC(C)C3)ccc21 (stereo not drawn) | -0.4% | nt | nt | nt | -0.1% | nt | nt | 8% | -6% | -0.1%
COCCCNc1ncnc2ccc(C)cc12 | -1.0% | i | 0.2% | 0.3% | 2.5% | -16 | 3 | 6% | -10% | 10%
CCOP(=O)(OCC)c1cccc(P(=O)(c2ccccc2)c2ccccc2)c1O | 0.3% | nt | nt | nt | 2.1% | nt | nt | -1% | 3% | 0.6%
COc1cc(/C=C2/C(=O)N(c3ccc(C)c(C)c3)N=C2C)cc([N+](=O)[O-])c1O | -0.1% | nt | nt | nt | 0.1% | nt | nt | 2% | 10% | 0.7% | Dengue-2 NS5 capping pilot replicate=-3.0
COc1ccc(S(=O)(=O)NCc2ccco2)cc1-c1nnc2c3ccccc3c(C)nn12 | ? | i | 4.9% | -3.4% | 5.0% | 9 | 7 | 6% | -2% | 11µM*
Cc1ccc(S(=O)(=O)NCCOc2nc(N(C)C)nc(N3CCOCC3)n2)cc1 | -1.1% | i | -0.3% | -5.5% | -0.7% | 5 | -9 | 12% | -8% | 0.6%
COc1cccc(C2=CC(c3ccc(C)cc3)n3ncnc3N2)c1 (stereo not drawn) | -1.2% | i | 2.0% | -2.8% | nt | 4 | 24 | 30% | nt | 3.1%
CCOc1cccc(/C=C/c2ccc3ccccc3n2)c1OC(C)=O | 1.4% | i | -2.7% | -3.4% | -0.2% | 33 | 26 | 11% | -7% | 17%
COC(=O)c1c(C)nc(C)c(C(=O)OC)c1-c1ccc(OC)cc1 | 1.0% | i | nt | nt | -1.5% | nt | nt | 7% | 3% | nt
Cc1ccc(SCCC(=O)Nc2ccccc2C(=O)NC2CCCCC2)cc1 | -0.9% | i | -2.2% | -1.0% | 2.0%[50 µM] | 5 | 5 | 2% | 4% | 1.3%
COCCNC(=O)CSc1nc2cc(OC)c(OC)cc2c(=O)n1Cc1ccc(OC)cc1 | 0.0% | i | -0.6% | -4.1% | 8.7% | 27 | 7 | 0% | -4% | 4.7%
Cc1c(NC(=O)C2CCCN2S(=O)(=O)c2ccccc2)c(=O)n(-c2ccccc2)n1C (stereo not drawn) | 0.3% | i | 1.2% | -3.3% | 0.7% | 8 | 0 | 5% | nt | 0.6%
COc1ccc(C2NC(c3ccc(OC)cc3)C(C)C(=O)C2C)cc1 (stereo not drawn) | -0.9% | nt | nt | nt | 0.1% | nt | nt | 27% | 1% | 1.0%
CCOC(=O)CNC(=O)CSc1nnc(-c2ccccc2OC)n1CC | 0.2% | i | -1.6% | -4.5% | 1.2% | -5 | -16 | -2% | -9% | 2.9%
O=C(CCN1C(=O)[C@@H]2Cc3ccccc3CN2C1=O)N[C@H](Cc1ccccc1)C(=O)O | -0.3% | nt | nt | nt | 3.6% | nt | nt | nt | -3% | 1.6%
CCOC(=O)c1cc2ccccc2n1CC(=O)c1ccccc1 | -0.6% | nt | nt | nt | -0.1% | nt | nt | 13% | 3% | 0.5%
OCCCNc1ncnc2sc(-c3ccccc3)cc12 | -0.3% | i | -1.2% | -15% | -1.8% | -10 | -8 | 16% | 1% | 11%
CCCC(C(=O)NCc1ccco1)N(C(=O)CNS(=O)(=O)c1ccccc1)c1ccc(OC)cc1 (stereo not drawn) | -1.2% | i | -0.4% | -3.6% | -0.1% | 18 | 1 | 25% | 0% | -1.9%
Cc1cc(-c2ccccc2)nc(N/N=C/c2cccnc2)n1 | 0.3% | i | -4.4% | -0.9% | -0.3% | 14 | 4 | nt | -12% | 4.3%
Cc1ccc(N(C(=O)CNC(=O)c2ccco2)C(C(=O)NC2CCCC2)c2cccnc2)cc1F (stereo not drawn) | -0.8% | nt | nt | nt | 0.2% | nt | nt | 1% | -4% | -0.6%
N#C/C(=C\c1ccc(Sc2ccccc2)o1)c1nc2ccccc2[nH]1 | -1.4% | i | -2.4% | -2.5% | -0.4% | 1 | 0 | 1% | -19% | 2.5%
O=C(Cc1ccc(Cl)cc1Cl)NC1CCCCCC1 | -1.3% | nt | nt | nt | 0.0% | nt | nt | 21% | 4% | 1.1%
CCN(CC)c1cc(C)c2cc(NC(=O)CNC(C)=O)ccc2n1 | -0.1% | i | 3.0% | -2.4% | -0.1% | 6 | -4 | -5% | 2% | 0.8%

From PubChem
